Compound activity deposited in PubChem BioAssay by several laboratories.
AID2073 = inhibitors of Mint1-CaV2.2 protein interaction, biochemical, HTRF (AID 2073); Voltage-dependent N-type calcium channel subunit alpha-1B (Homo sapiens); HTRF protein-protein interaction, Mint1-CaV2.2; higher % means a stronger effect; inhibition, % at 20 µM, or IC50 in µM where a hit was titrated; hit rate 0.19% among 290,000; in the data active means inhibition mostly above about 51%, no sharp cut-off; further: some results filed as inactive read as strong as hits
GPR55 beta-arrestin = GPR55 agonists via beta-arrestin recruitment, primary screen, imaging, U2OS cells, beta-arrestin-GFP redistribution (AID 1961); G-protein coupled receptor 55 (Homo sapiens); activation, % at 10 µM; hits with a dose series show EC50 in µM; U2OS GPR55 beta-arrestin-GFP redistribution imaging; higher % means a stronger effect; hit rate 0.048% among 290,000;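 active means activation above 40% with more than 50 cells counted in the well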;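 further: U2OS osteosarcoma cells stably expressing GPR55 and beta-arrestin-GFP; plate controls were DMSO negative control for no effect and LPI positive control for full effect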
HIV fusion peptide = inhibitors of HIV fusion peptide binding, primary screen, biochemical, uHTS, fluorescence dequenching (AID 1986). hit rate 0.3% among 290,000. inhibition, % at 20 µM, or IC50 in µM where a hit was titrated. cell-free peptide binding, fluorescence dequenching, 30 min; higher % means a stronger effect; in the data active means inhibition mostly above about 52%, no sharp cut-off; inactive means mostly below about 76%; further: some results filed as inactive read as strong as hits
Siah-1 displacement = Siah-1 peptide-binding antagonists, primary screen, biochemical, fluorescence polarization, rhodamine-plectin, uHTS (AID 1817); Siah-1 / rhodamine-plectin peptide fluorescence polarization; higher % means a stronger effect; one-dose displacement, % at 20 µM; IC50 in µM for titrated hits; hit rate 0.02% among 290,000;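 active means displacement of at least 50% at 20 µM, with a fluorescence ratio check between 0.3 and a set limit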;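 further: plate controls were Siah plus tracer with DMSO for no effect and tracer alone without Siah for full effect; strong numbers were not always called active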
NTR1 agonist = agonists of NTR1, primary screen, imaging, U2OS cells, beta-arrestin-GFP, high content (AID 493036); hit rate 0.17% among 330,000; Neurotensin receptor type 1 (Homo sapiens), P30989; activation, % at 20 µM; NTR1-U2OS beta-arrestin-GFP spot imaging, agonist mode;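 active means activation at or above 40% of the spot to cytoplasm intensity ratio, with at least 20 cells analyzed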;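 further: 0% = DMSO without peptide and 100% = 100 nM NTR1 peptide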
Target sequence (P30989 whole entry, looked up): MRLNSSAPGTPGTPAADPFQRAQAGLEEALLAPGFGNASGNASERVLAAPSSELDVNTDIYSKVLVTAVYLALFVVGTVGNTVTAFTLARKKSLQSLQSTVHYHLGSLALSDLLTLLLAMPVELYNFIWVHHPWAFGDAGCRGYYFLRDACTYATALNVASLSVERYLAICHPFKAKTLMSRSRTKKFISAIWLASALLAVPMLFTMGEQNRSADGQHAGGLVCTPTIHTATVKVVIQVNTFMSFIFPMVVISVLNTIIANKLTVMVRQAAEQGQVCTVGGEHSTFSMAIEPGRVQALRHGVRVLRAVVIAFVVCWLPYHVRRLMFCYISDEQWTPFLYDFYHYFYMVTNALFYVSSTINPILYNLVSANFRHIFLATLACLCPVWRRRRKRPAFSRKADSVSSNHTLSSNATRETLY
UTI89 phage lysis = inhibition of K1F phage lysis, E. coli UTI89, bacterial capsule biogenesis inhibitors, alamar blue (AID 488966); E. coli UTI89 K1F phage lysis, alamar blue, 2 h; higher % means a stronger effect; inhibition, % at 100 µM; hits with a dose series show IC50 in µM; hit rate 0.02% among 340,000;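 active means phage lysis inhibition, versus mean bacterial control, above a set limit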;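 further: capsule biogenesis inhibitors block K1F phage lysis so surviving cells raise fluorescence; higher fluorescence means more inhibition of phage lysis; actives were called in the ten point dose series up to 300 µM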
GPR35 antagonists = GPR35 antagonists blocking zaprinast-driven arrestin recruitment, primary screen, imaging, U2OS, beta-arrestin-GFP, zaprinast agonist (AID 2058) | G-protein coupled receptor 35 (Homo sapiens) | U2OS GPR35 beta-arrestin-GFP translocation imaging, zaprinast antagonism; higher % means a stronger effect | inhibition, % at 10 µM, or IC50 in µM where a hit was titrated | hit rate 0.052% among 290,000;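 active means inhibition of at least 50% with at least 30 cells and total cytoplasm GFP at most 10,000,000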
GPR55 LPI antagonism = GPR55 antagonists blocking LPI-driven arrestin recruitment, primary screen, imaging, U2OS, beta-arrestin-GFP, LPI agonist (AID 2013). U2OS GPR55 beta-arrestin-GFP translocation imaging, LPI antagonism; higher % means a stronger effect. inhibition, % at 10 µM; hits with a dose series show IC50 in µM. hit rate 0.13% among 290,000;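 active means spots per cell inhibited over 60%, with over 100 cells counted and total cytoplasm intensity under 500,000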;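 further: U2OS cells stably carrying GPR55 and arrestin-GFP stimulated by 5 µM LPI near EC80; imaged beta-arrestin-GFP aggregate spots per cell after agonist stimulation; plate controls were LPI-stimulated DMSO wells for no effect and DMSO wells without LPI for full effect; some results filed as inactive read as strong as hits; confirmed hits need IC50 under 10 µM and bright autofluorescent wells are also inconclusive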
Dengue-2 NS5 capping = Dengue-2 NS5 methyltransferase inhibitors, primary screen, biochemical, confirmation dose response (AID 588689); Genome polyprotein (Dengue virus type 2 (strain 16681-PDK53)); Dengue-2 NS5 methyltransferase capping enzyme assay, biochemical; higher % means a stronger effect; inhibition, % at 25 µM; hits with a dose series show IC50 in µM; hit rate 0.3% among 340,000; in the data active means a potency from the dose series
NTR1 agonist cell count 20 µM = second read-out of NTR1 agonist, no call of its own (marks repeat the call); cell count; measured here: cell count, cytotoxicity flag
Dengue-2 NS5 capping pilot replicate = further read-out of Dengue-2 NS5 capping, marked with its call; inhibition, %; measured here: pilot screen replicate inhibition
Active calls of the source: *; i = inactive; . = no result given; [ ] = remark or other dose. An unsorted share of the library. Share with any hit: about 1.2%.

SMILES | AID2073 | GPR55 beta-arrestin | HIV fusion peptide | Siah-1 displacement | NTR1 agonist | NTR1 agonist cell count 20 µM | UTI89 phage lysis | GPR35 antagonists | GPR55 LPI antagonism | Dengue-2 NS5 capping | others
Cc1ccc(C)c(/C=N/n2cc(-c3ccccc3)[nH]c2=S)c1 | 28% | 0.5% | -1.5% | 4% | 8.0 | 57 | 0.1% | 12% | 1% | 2%
O=C1CCc2cc(S(=O)(=O)NC(Cc3ccccc3)C(=O)NCC3CCCO3)ccc2N1 (configuration not stated) | 2% | -0.1% | -0.6% | -2% | 0.0 | 73 | 3.0% | 11% | 5% | -4%
CN(C)c1ccc(NC(=O)Nc2cccc(Cl)c2)cc1 | -49% | 0.6% | -4.4% | 6% | 2.9 | 77 | 0.6% | 3% | 4% | -5% | Dengue-2 NS5 capping pilot replicate=-11
CCOC(=O)c1cc(C(C)(C)C)n(CCCN2CCOCC2)c1C | 9% | 0.5% | 1.0% | 4% | -0.9 | 53 | 0.8% | -3% | 1% | -15%
COc1ccc(-c2cc(-c3cccs3)c(C#N)c(SCC(=O)NCc3ccccc3OC)n2)cc1 | 25% | 0.2% | 8.0% | 0% | 0.2 | 50 | 0.3% | -3% | -2% | 6%
CCOC(=O)C1(Cc2cccc(Cl)c2)CCCN(C(=O)c2cc(C(C)C)nn2C)C1 (configuration not stated) | 11% | 0.0% | -0.3% | -2% | -0.9 | 50 | -0.1% | 7% | -41% | -1%
O=C(c1ccncc1)c1ccc(Br)cc1 | 4% | -0.1% | 3.0% | -4% | 1.0 | 73 | 1.9% | -6% | 5% | 6%
CC(Sc1nc(-c2ccco2)nc2c1c(=O)n(C)c(=O)n2C)C(=O)O (configuration not stated) | 5% | -0.3% | -3.1% | 7% | 1.3 | 65 | -0.1% | -1% | 3% | -3%
CC(=O)N1CCC(C(=O)c2ccc(Cl)cc2)CC1 | -9% | 0.0% | -2.0% | 1% | 1.0 | 51 | 5.4% | 7% | 16% | -10%
CCN(CC)CCCNC(=S)N1CCN(c2nc(-c3ccccc3)cs2)CC1 | -8% | -0.2% | 0.4% | 4% | 0.1 | 50 | 2.2% | 10% | -2% | -10%
CCn1c(SCC(=O)N2CC(C)OC(C)C2)nc2c([nH]c3ccccc32)c1=O (configuration not stated) | 23% | 0.4% | -1.4% | -8% | 0.7 | 46 | -0.1% | -10% | 8% | -1%
CC1(C)CC(=O)C(N=Nc2ccc(S(=O)(=O)N3CCOCC3)cc2)=C(O)C1 | 1% | 0.4% | -0.5% | -5% | 0.3 | 61 | 0.2% | 1% | -24% | 1%
COC(=O)/C(=C/Nc1ccccc1)[N+](=O)[O-] | -6% | 0.1% | -2.5% | 2% | 0.2 | 49 | 0.1% | -6% | -6% | -2%
Cc1ccc(N2C(=O)CSC2c2cccnc2)c(Cl)c1 (configuration not stated) | 1% | -0.2% | -0.8% | -8% | -1.4 | 50 | 0.2% | -3% | 1% | -1%
COc1ccccc1Oc1ncnc2sccc12 | -15% | -0.3% | -0.8% | -1% | -0.4 | 42 | 0.3% | 6% | -4% | 2%
CN1C(=O)C(=O)/C(=C(/O)c2ccc(Br)cc2)C1c1ccc(Cl)cc1 (configuration not stated) | 23% | 0.2% | 1.7% | -2% | 0.6 | 69 | 0.1% | 4% | 6% | -1% | Dengue-2 NS5 capping pilot replicate=-2.8
COc1ccc(/C=N/Nc2nc3ccccc3[nH]2)c(OC)c1OC | -9% | -0.2% | -3.2% | -7% | -0.2 | 58 | -1.7% | -21% | 13% | -5%
Cc1ccc(C)c(N2CN(Cc3ccco3)CNC2=S)c1 | 2% | -0.2% | 0.3% | 17% | 3.5 | 72 | 0.3% | -2% | -2% | 2%
O=c1c2oc3ccccc3c2[nH]c(=S)n1-c1ccccc1 | 31% | 0.2% | -1.3% | -3% | -0.3 | 49 | -1.1% | -2% | 8% | -7%
c1ccc(-c2nnc(CSc3nc4ccccc4[nH]3)o2)cc1 | -5% | -0.2% | -2.3% | 0% | -1.6 | 82 | 0.4% | 13% | -6% | 1%
CCOC(=O)NC(=O)/C(C#N)=N\Nc1cccc(Cl)c1 | 8% | -0.1% | 7.2% | -5% | 24 | 62 | 0.0% | 3% | 0% | -1%
CC(C)C(NC(N)=O)C(=O)NC1CCCCC1 (configuration not stated) | 6% | 0.1% | 0.1% | 27% | -0.2 | 45 | . | 3% | 4% | .
O=C(O)CNC(=O)c1ccccc1NC(=O)c1ccco1 | 6% | -0.2% | 2.5% | 4% | -0.8 | 75 | 0.3% | 7% | 10% | 1% | Dengue-2 NS5 capping pilot replicate=4.3
Cc1ccc(S(=O)(=O)N2CCN=C2SCc2cccnc2)cc1 | -6% | 0.5% | -0.6% | 3% | -0.7 | 79 | 0.0% | 0% | -9% | -2%
Cc1ccccc1NC(=O)NC1CCCc2ccccc21 (configuration not stated) | 5% | 0.0% | 0.4% | -5% | -2.1 | 70 | 1.8%[50 µM] | 12% | 2% | -4%
O=C(CCNS(=O)(=O)c1ccc2[nH]c(=O)oc2c1)NCc1ccccc1 | -4% | 0.0% | -1.3% | -2% | -0.8 | 81 | 0.3% | 13% | 7% | 3%
CCOC(=O)c1sc(NC(=O)Cc2ccc(C)cc2)nc1C | -5% | 0.6% | 1.6% | 7% | 1.2 | 82 | -0.2% | -10% | 10% | -6%
CN(C)CCNc1oc(COc2ccc(-c3ccccc3)cc2)nc1C#N | -8% | -0.2% | -0.3% | -2% | 10 | 56 | i | 8% | 0% | 2%
C/C(=N\O)C(C)NC(=O)c1ccccc1 (configuration not stated) | 5% | 0.9% | 0.1% | -1% | 0.9 | 54 | 5.0% | 6% | 6% | 1%
O=C(CCC1CCCCC1)N1CCN(Cc2ccc3c(c2)OCO3)CC1 | -8% | -0.1% | 0.8% | 5% | 0.1 | 81 | -0.1% | 8% | -11% | -3%
Cn1c(=O)[nH]c(=O)c2c1nc(SCCO)n2CCCc1ccccc1 | -7% | -0.2% | 0.9% | 4% | 1.9 | 52 | 4.2% | 15% | 4% | -4%
COc1ccccc1N1CCN(C(=O)c2sc3nc(-c4ccc(F)cc4)cn3c2C)CC1 | -1% | 0.3% | 0.3% | 16% | 0.0 | 91 | 1.0% | 7% | -5% | -4%
O=C(N/N=C/c1cc2c(cc1Cl)OCO2)c1ccc2c(c1)OCCO2 | -3% | -0.1% | -1.5% | 7% | 1.6 | 51 | 7.2% | -3% | -2% | 12%
O=C(CSc1nnc(-c2ccco2)n1CC1CCCO1)NC1CCCC1 (configuration not stated) | 4% | 0.6% | 1.8% | 2% | 2.5 | 67 | 5.9% | 8% | 0% | 0%
COc1ccc([N+](=O)[O-])cc1NC(=O)C1CCCCC1C(=O)O (configuration not stated) | -3% | 0.9% | 1.8% | -3% | 3.3 | 32 | 0.1% | -2% | -18% | -1%
Cc1cccc2c1N(C)C(=O)C2=O | -13% | 0.1% | 2.4% | 2% | 1.9 | 26 | 0.4% | 14% | -1% | 1%
COC(=O)c1sccc1NC(=S)N1CCN(c2ccccc2)CC1 | -21% | 0.3% | -1.4% | 5% | 8.2 | 64 | 1.8%[50 µM] | 0% | 10% | 1%
O=c1cc(C23CC4CC(CC(C4)C2)C3)[nH][nH]1 | -11% | 0.2% | -1.8% | 2% | 1.0 | 52 | 3.8% | -5% | -26% | -2%
Cc1ccc(O)c(C(=O)c2cnn(-c3ccccc3)c2)c1 | -3% | -0.2% | -1.4% | -3% | 2.0 | 52 | 0.2% | 14% | 4% | .
COC(=O)c1c(N2C(=O)CC(Sc3ncccc3C(=O)O)C2=O)sc(C)c1C (configuration not stated) | 9% | -0.3% | -0.6% | 5% | -1.5 | 64 | -0.1% | -6% | 9% | 3%
COCCN(Cc1cc2cc3c(cc2nc1Cl)OCO3)C(=O)Nc1ccccc1OC | -6% | -0.2% | -2.8% | -1% | 0.7 | 50 | -0.2% | 5% | 1% | -7%
COC(=O)C1CCN(CCCOc2ccc(CN3CCN(c4ccc([N+](=O)[O-])cc4)CC3)cc2)CC1 | 2% | 0.8% | -1.3% | 0% | 0.9 | 63 | 0.5% | -5% | 1% | -8%
CCN(CC)S(=O)(=O)c1ccc(N2CCCC2)c(NC(=O)Cc2ccc(OC)cc2)c1 | 8% | 0.0% | -2.8% | -1% | -0.7 | 65 | -1.8% | 10% | 0% | -1%
CCNC(=O)CN(c1ccc(Oc2ccccc2)cc1)S(=O)(=O)c1ccccc1 | 10% | -0.2% | 1.7% | 4% | 1.7 | 60 | 0.8%[50 µM] | -16% | 6% | 1%
C=CCn1c(CSc2nc3ccccc3s2)nnc1SCC(=O)OCC | -7% | -0.2% | -0.6% | 3% | -1.6 | 82 | 0.6% | -7% | 2% | -6%
Cn1c(CCC(=O)OCC(=O)Nc2ccc(Oc3ccccc3)cc2)nc(=O)c2ccccc21 | 6% | 0.1% | -1.7% | 3% | 0.8 | 66 | -0.1% | -9% | 6% | -9%
CCOc1ccc(Cl)cc1/C=N/O | -1% | 0.3% | -2.1% | 4% | 0.7 | 42 | 0.1%[50 µM] | 5% | 1% | -1%
O=C(N/N=C/c1ccc(-c2cccc(C(F)(F)F)c2)o1)c1ccccc1O | 12% | 0.1% | 7.8% | 11% | 18 | 51 | -0.6% | -5% | 12% | -1%
CCOC(=O)C1=C(N)Oc2cc(O)ccc2C1c1ccc(F)cc1F (configuration not stated) | 6% | 0.8% | 0.1% | 0% | 15 | 65 | -0.6% | -17% | -4% | -3%
Cc1ccc(C(=O)NC(NCc2ccccc2)C(Cl)(Cl)Cl)cc1 (configuration not stated) | 5% | -0.1% | 0.2% | 4% | 5.8 | 79 | 2.2%[50 µM] | 7% | 1% | -4%

Structures from the list above containing bromine (two):
SMILES | AID2073 | GPR55 beta-arrestin | HIV fusion peptide | Siah-1 displacement | NTR1 agonist | NTR1 agonist cell count 20 µM | UTI89 phage lysis | GPR35 antagonists | GPR55 LPI antagonism | Dengue-2 NS5 capping | others
O=C(c1ccncc1)c1ccc(Br)cc1 | 4% | -0.1% | 3.0% | -4% | 1.0 | 73 | 1.9% | -6% | 5% | 6%
CN1C(=O)C(=O)/C(=C(/O)c2ccc(Br)cc2)C1c1ccc(Cl)cc1 (configuration not stated) | 23% | 0.2% | 1.7% | -2% | 0.6 | 69 | 0.1% | 4% | 6% | -1% | Dengue-2 NS5 capping pilot replicate=-2.8
